Shn3 3UTR inh – reduction of Shn3 3'UTR firefly luciferase signal, primary screen, Schnurri-3 inhibitor project, cell-based, Clone20 osteoblasts, set 2; 360,000 compounds, 0.52% hits; Clone20 osteoblast Shn3 3'UTR firefly luciferase, 24 h; inhibition, % at 12.5 µM;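 active = mean inhibition of at least 75% with every replicate also reaching 75%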;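 also: 0% = median of neutral control wells and 100% = pilot-screen positive control compound; some compounds past the cut are filed as inactive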
TRPM1 prom inh – inhibitors of MITF-dependent TRPM1 promoter reporter, primary screen, cell-based, SK-MEL-5, single point, luciferase; SK-MEL-5 TRPM1 promoter luciferase, 24 h; inhibition, % at 12.5 µM; 330,000 compounds, 0.83% hits; AID 488899, 2010;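 active = mean inhibition across replicates of 60% or more, whatever share of single replicates reaches that level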; also: values of inactives mirror those of a sister screen read the other way
EBV LMP1 NFkB – EBV LMP1-driven NF-kappaB luciferase reporter inhibitors, primary screen, cell-based, luminescence, single point; inhibition, % at 12.5 µM; AID 504558, 2011; LMP1-induced NF-kappaB luciferase reporter cells; 350,000 compounds, 0.69% hits; in the data active = inhibition above about 41%;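 also: 0% = neutral control wells and 100% = reference inhibitor control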
C8 TRAIL sens – viability loss with TRAIL in NB7+C8 cells, primary screen, TRAIL sensitizer project, cell-based, ATPlite luminescence | AID 624354, 2012 | inhibition (viability loss, TRAIL sensitization), % at 10 µM | 360,000 compounds, 1% hits;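 active = compounds causing at least 50% loss of cell viability in the single-dose screen, relative to plate controls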
hiPSC survival – enhancers of single-cell hiPSC survival, primary screen, ATPlite luminescence. 100% = ROCK inhibitor wells, 0% = DMSO. AID 602274, 2012. survival enhancement, % at 20 µM. 360,000 compounds, 0.044% hits; in the data active = survival enhancement above about 18%;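 also: cells exposed to compounds for 16 hours before the ATP read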
CF NFkB inh – inhibitors of PAF-induced NF-kB signaling, primary screen, cell-based, GFP fluorescence, uHTS. KKLEB NF-kB-GFP reporter, GFP fluorescence overnight. inhibition, % at 5 µM. 360,000 compounds, 0.86% hits. AID 588850, 2011;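 active = at least 50% inhibition at 5 µM, scaled per plate between neutral and stimulator controls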;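 also: PAF is a Pseudomonas aeruginosa culture filtrate used as stimulus; plate controls were PAF-stimulated DMSO wells for no effect and unstimulated DMSO wells for full effect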
KKLEB cytotox – cytotoxicity in KKLEB CF airway cells, primary screen, cytotoxicity control for CF NF-kB inhibitor project, cell-based, uHTS, fluorescence assay plates. KKLEB CF airway cells viability, ATPlite luminescence, overnight; hits give low values; cells stimulated with P. aeruginosa culture filtrate. activity change (cytotoxicity), % at 5 µM. 360,000 compounds, 0.36% hits;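 active = corrected activity change at or below -50% at 5 µM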
NR2E3 ag-1 – NR2E3 agonists in two-hybrid cells, primary screen, cell-based, luminescence, CHO-S, Gal4-NCOR/VP16-NR2E3 | Photoreceptor-specific nuclear receptor (Homo sapiens), Q9Y5X4 | luciferase | inhibition of corepressor binding, % at 3.98 µM | 360,000 compounds, 0.35% hits | AID 602229, 2012;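 active = inhibition above the mean of all tested compounds plus 3 SD, cut at about 70% in these data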;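 also: 0% = DMSO with NR2E3 transfected cells and 100% = cells lacking NR2E3 construct; higher means lower luciferase signal from less NR2E3 corepressor binding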
Target sequence (Q9Y5X4 whole entry, looked up, the tested form may be a part): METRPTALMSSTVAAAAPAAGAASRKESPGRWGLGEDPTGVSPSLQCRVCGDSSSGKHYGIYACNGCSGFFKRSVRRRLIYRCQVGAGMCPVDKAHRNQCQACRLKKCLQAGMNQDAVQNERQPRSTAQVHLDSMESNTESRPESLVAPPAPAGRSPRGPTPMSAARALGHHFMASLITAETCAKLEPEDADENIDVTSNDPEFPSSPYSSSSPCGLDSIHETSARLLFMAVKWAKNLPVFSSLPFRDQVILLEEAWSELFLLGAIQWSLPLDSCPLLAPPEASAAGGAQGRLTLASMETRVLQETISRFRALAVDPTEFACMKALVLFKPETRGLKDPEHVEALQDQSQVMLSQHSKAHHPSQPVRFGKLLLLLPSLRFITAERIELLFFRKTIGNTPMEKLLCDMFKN
HIF-2a block – HIF-2a reporter inhibitors, primary screen, luminescence, 786-0 RCC cells | 786-0 RCC cells HIF-2a reporter, luciferase luminescence, overnight | inhibition, % at 18.8 µM | 360,000 compounds, 0.72% hits | AID 624352, 2012;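 active = inhibition of the luminescence signal of 40% or more relative to plate controls, in a single-dose primary screen at 18.75 µM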
Peg3 prom inh – Peg3 promoter-driven luciferase inhibitors, primary screen, cell-based, HeLa, luciferase luminescence. HeLa PEG-Prom luciferase reporter, overnight. inhibition, % at 20 µM. 360,000 compounds, 1.7% hits. AID 588405, 2011;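 active = inhibition of at least 50% at 20 µM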
NR2E3 ag-2 – inhibitors of NR2E3-RetCOR corepressor binding, primary screen, NR2E3 agonist project, biochemical, TR-FRET, GST-NR2E3, biotin-RetCOR | Photoreceptor-specific nuclear receptor (Homo sapiens), Q9Y5X4 | 1536-well | inhibition of corepressor binding, % at 4.78 µM | 320,000 compounds, 0.12% hits | AID 2300, 2010;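 active = percent inhibition above the cutoff of mean plus 3 SD of all tested compounds, set per screening campaign, cut at about 20% in these data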;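 also: 0% = DMSO wells and 100% = biotin wells as full block of FRET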
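System: GST-tagged NR2E3 plus biotinylated RetCOR corepressor; Amount: 1.35 nM GST-tagged NR2E3 final; Dosing: single nominal compound dose of 4.8 µM; Schedule: 5 h incubation at 4 °C; Technique: TR-FRET with europium anti-GST and streptavidin-D2, 340 nm excitation; Controls: biotin wells as high control, 0.6% DMSO wells as low control.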
The depositor's hits bear a star; . = not tested or not shown. The list is partial (hit frequency here may not be typical).

SMILES | Shn3 3UTR inh | TRPM1 prom inh | EBV LMP1 NFkB | C8 TRAIL sens | hiPSC survival | CF NFkB inh | KKLEB cytotox | NR2E3 ag-1 | HIF-2a block | Peg3 prom inh | NR2E3 ag-2
Cc1ccc2c(c1)c(N=O)c(O)n2Cc1ccc(Cl)cc1 | 5 | -2 | -5 | -8 | -0.9 | 9 | 7 | 0 | 7 | 25 | 1
CSc1ccccc1C(=O)C1CCCN(C(=O)CCN2CCCO2)C1 (configuration not stated) | -2 | 4 | 1 | 2 | 1.2 | -10 | -4 | -13 | -11 | 4 | 0
COc1ccc2[nH]cc(/C=C(/C#N)S(=O)(=O)c3ccccc3)c2c1 | 25 | -5 | 2 | 1 | -1.5 | 9 | 8 | 14 | 21 | 17 | 5
COc1ccc2c(=O)c(C(=O)NCCc3ccc(OC)c(OC)c3)c[nH]c2c1 | 17 | 2 | -20 | 14 | -1.6 | -11 | -4 | 2 | 5 | 13 | -3
Cc1ccc(C)c(-n2c3nc(=O)n(C)c(=O)c-3cc3ccccc32)c1 | 10 | 1 | -18 | -7 | 1.7 | -16 | 1 | 7 | 21 | 20 | 3
CC(/C=N/NC(=O)CSc1nnc(SCc2ccccc2)s1)=C\c1ccco1 | 3 | 8 | -7 | -7 | -0.6 | 0 | 4 | 9 | -22 | -9 | 5
Cc1ccc(Cl)cc1NC(=O)C1CCCN(S(=O)(=O)c2c(C)noc2C)C1 (configuration not stated) | -2 | 5 | -2 | -18 | 0.0 | 10 | -6 | 3 | 14 | 14 | 6
CCc1ccccc1NC(=O)Nn1cnnc1 | -16 | -4 | 1 | -15 | 0.5 | -11 | -4 | -6 | 16 | -1 | -1
CCCOc1c(OC)cc(Cl)cc1C1NC(=O)NC(C)=C1C(=O)NCc1ccccc1 (configuration not stated) | 9 | -1 | 1 | -4 | -0.2 | 20 | -21 | 1 | -7 | 15 | 3
Nc1ccc(NC(=S)Nc2ccccc2)cc1 | -11 | -10 | -3 | -6 | -0.5 | -7 | 6 | -29 | -23 | -16 | .
Cc1cccnc1C1=NOC(Cc2ccccc2)C(=O)N1Cc1ccc2c(c1)OCO2 (configuration not stated) | 17 | . | . | -15 | -2.1 | 8 | -2 | -29 | 1 | 18 | .
NC(=O)C1CCCN(CC(=O)N2CCN(c3ccccc3)CC2)C1 (configuration not stated) | 6 | -4 | -2 | 3 | 0.1 | 9 | -2 | -2 | 7 | 3 | 5

Some of the entries so far, with tabs:
structure	Shn3 3UTR inh	TRPM1 prom inh	EBV LMP1 NFkB	C8 TRAIL sens	hiPSC survival	CF NFkB inh	KKLEB cytotox	NR2E3 ag-1	HIF-2a block	Peg3 prom inh	NR2E3 ag-2
COc1ccc2c(=O)c(C(=O)NCCc3ccc(OC)c(OC)c3)c[nH]c2c1	17	2	-20	14	-1.6	-11	-4	2	5	13	-3
Cc1ccc(C)c(-n2c3nc(=O)n(C)c(=O)c-3cc3ccccc32)c1	10	1	-18	-7	1.7	-16	1	7	21	20	3
CC(/C=N/NC(=O)CSc1nnc(SCc2ccccc2)s1)=C\c1ccco1	3	8	-7	-7	-0.6	0	4	9	-22	-9	5
Cc1ccc(Cl)cc1NC(=O)C1CCCN(S(=O)(=O)c2c(C)noc2C)C1 (configuration not stated)	-2	5	-2	-18	0.0	10	-6	3	14	14	6

(continued)
SMILES | Shn3 3UTR inh | TRPM1 prom inh | EBV LMP1 NFkB | C8 TRAIL sens | hiPSC survival | CF NFkB inh | KKLEB cytotox | NR2E3 ag-1 | HIF-2a block | Peg3 prom inh | NR2E3 ag-2
CCN(C[C@H]1N[C@@](C)(C(=O)OC)[C@H]2C(=O)N(C)C(=O)[C@@H]12)C(=O)c1ccccc1 | -4 | 4 | 0 | -2 | 3.5 | -9 | 10 | -38 | 5 | -6 | .
COc1ccc(C(=O)NCCOc2ccccc2)cc1S(=O)(=O)N1CCOCC1 | -6 | -2 | -1 | 3 | 0.1 | -2 | -21 | -5 | 1 | -4 | 0
Cc1ccc2c(c1)cc1c(=O)n(CC(=O)NCCCc3ccccc3)nc(C)n12 | -25 | 2 | -2 | -8 | -0.1 | -14 | 5 | -43 | 0 | 3 | -2
CC(=O)Nc1ccc(S(=O)(=O)Nc2c(C)nn(-c3ccccc3)c2C)cc1 | 5 | -8 | 7 | 12 | 2.1 | 4 | 9 | -12 | 18 | 21 | 0
Cc1c(C(=O)Nn2cnnc2)oc2ccccc12 | -14 | -5 | 4 | 8 | 5.6 | 0 | 0 | -7 | 3 | -14 | 1
O=[N+]([O-])c1ccc(S(=O)(=O)NCCc2ccncc2)cc1 | -2 | -7 | -4 | -4 | 0.4 | 12 | 2 | -2 | 11 | 13 | 2
Cc1ccc(-c2nn(CC(=O)NN3CCOCC3)c(=O)c3ccccc23)cc1 | -1 | . | . | 8 | -0.4 | -18 | 10 | -20 | 22 | 5 | -2
CC(=O)Cc1nsc(Nc2ccccc2)n1 | 8 | -28 | -14 | -16 | -1.3 | 10 | -4 | -18 | -69 | -48 | -1
CCOC(=O)C1=C(COC(=O)c2ccc(Br)c(S(=O)(=O)N3CCOCC3)c2)NC(=O)NC1C (configuration not stated) | 7 | 7 | -4 | 15 | 0.2 | 24 | -27 | 2 | 2 | 17 | .
COc1ccc(NC(=O)CNC(=O)c2ccc([N+](=O)[O-])cc2)cc1 | 18 | -4 | 0 | -7 | -0.5 | -3 | 6 | -6 | 16 | 6 | 2
COc1ccc(CCNC(=O)COc2ccc(N(C)S(=O)(=O)c3ccc(C)cc3)cc2)cc1 | 4 | 6 | -3 | -16 | -0.4 | -16 | -4 | 8 | 0 | -7 | 2
Cc1cc(C(=O)N/N=C/c2ccc(N(C)C)cc2)c2ccccc2n1 | 3 | 30 | 0 | -10 | -0.5 | -10 | -4 | -47 | -6 | 6 | 1
CCOc1ccccc1-c1nc(C(N)=O)c2[nH]c(=O)n(-c3ccccc3)c2n1 | 6 | 7 | 0 | -11 | 2.3 | -16 | 6 | 12 | 12 | 18 | 2
COc1ccc(OCC(O)CNC2CCCC2)cc1 (configuration not stated) | -1 | -5 | 0 | 2 | 0.0 | 3 | 4 | -1 | 11 | 13 | .
CC1CCC(N(C(=O)c2csnn2)C(C(=O)NC(C)(C)C)c2cccnc2)CC1 (configuration not stated) | 6 | . | -2 | -2 | -1.5 | 7 | 2 | -9 | 18 | -4 | 1
Cc1cc(C(=O)NCc2ccc(F)cc2)n(-c2ccccc2)n1 | 1 | 1 | 1 | -12 | 1.5 | 10 | -1 | -10 | 18 | 12 | 1
COc1cccc(OC)c1C(=O)Nc1cccnc1 | -41 | 0 | -8 | 1 | -1.1 | -1 | 0 | -30 | 23 | 1 | -2
Cc1c(-c2nc(-c3ccncc3)no2)cccc1[N+](=O)[O-] | -13 | -15 | -3 | 4 | -0.5 | -29 | 2 | -16 | -166 | -28 | 1
CCC(C(=O)NCC1CCCO1)n1nc(C)c2sc3ccccc3c2c1=O (configuration not stated) | -24 | 8 | -1 | -12 | -0.3 | 10 | -2 | 0 | 6 | 10 | 1
CCOc1ccc(CN(C)C(=O)CCl)cc1 | 10 | 39 | -5 | 18 | -0.7 | -3 | -6 | -4 | 9 | 29 | -1
OC(c1ccc(Cl)c(Cl)c1)c1ncc(-c2ccccc2Cl)[nH]1 (configuration not stated) | 7 | . | . | -9 | 1.0 | 12 | -2 | -11 | -12 | 12 | .
Cc1cnc(C(=O)N2CCc3c([nH]c4ccccc34)C2c2ccc(F)cc2)cn1 (configuration not stated) | -18 | 7 | -8 | 9 | -1.3 | -23 | 14 | -10 | -3 | -5 | -1
COc1ccc(/C=C2\SC(=S)N(CCC(=O)NCCc3ccc(O)cc3)C2=O)cc1 | -8 | 6 | 0 | -10 | 0.0 | 7 | 3 | 1 | 58* | 102* | -2
CCS(=O)(=O)N1CCN(c2ccnc3cc(Cl)ccc23)CC1 | 8 | -6 | 3 | 0 | 0.0 | -2 | 6 | -13 | 19 | 18 | 4
O=C(NCCNS(=O)(=O)c1ccccc1)c1cc(OCC(F)(F)F)ccc1OCC(F)(F)F | -5 | -36 | -8 | 12 | -3.4 | -1 | -13 | 24 | 13 | 15 | 5
O=C1CSC(c2cccc(O)c2)N1Cc1ccccc1 (configuration not stated) | 11 | -2 | -6 | 5 | -0.2 | -7 | 1 | -32 | 7 | 18 | 4
CN(C(=O)c1ccc(NC(=O)Cc2ccc(NC(=O)C3CCCN(C(=O)C4CCC4)C3)cc2)cc1)C1CC1 (configuration not stated) | 16 | -9 | -1 | 0 | -1.8 | 12 | -11 | -44 | 2 | -8 | 2
COc1cc(-c2nnc(SCc3cc(=O)oc4cc(O)c(O)cc34)o2)cc(OC)c1OC | -18 | 4 | 7 | -5 | 5.1 | -7 | 2 | -20 | 10 | 24 | 7
O=C(CC1C(=O)NCCN1Cc1ccc(Cl)c(F)c1)NCCc1cccnc1 (configuration not stated) | -82 | 2 | -18 | 27 | 0.2 | 11 | -15 | -3 | 7 | 15 | -3
COc1ccc(NC(=O)CCN2C(=O)c3ccccc3S2(=O)=O)cc1 | 12 | 1 | 6 | -13 | -1.3 | -23 | 8 | 17 | -9 | -9 | 2
O=C(CN1CCN(C2CCS(=O)(=O)C2)CC1)N1N=C(c2ccc(Cl)cc2)CC1c1ccco1 (configuration not stated) | -4 | 24 | 1 | 6 | 0.2 | -3 | 15 | 22 | 48* | -7 | .
CC(C)Cc1ccc(/C(=N/O)C(=O)O)s1 | 2 | 0 | -2 | 19 | 1.0 | -10 | 6 | -13 | 6 | -5 | 0
O=C(Nc1nnc(SCCN2CCOCC2)s1)C1CC(=O)N(c2ccccc2)C1 (configuration not stated) | 21 | -4 | 6 | 3 | -0.4 | -31 | 9 | -4 | 8 | 1 | 3
COCCNC(=O)C(OC(=O)c1ccco1)c1ccccc1OC (configuration not stated) | -27 | 5 | -3 | 6 | 7.7 | -2 | -4 | 6 | 15 | 0 | 3
CCc1nnc(NC(=O)c2ccc(S(=O)(=O)N3CCCCCC3)cc2)s1 | 3 | 2 | 4 | -19 | 9.2 | -10 | 3 | -10 | 18 | 13 | 2
COc1ccc(CNC(=O)CCCn2nc(C)c3c(C)n(-c4ccc(C)cc4)nc3c2=O)cc1 | -4 | 34 | -1 | 23 | 0.4 | 8 | 4 | 25 | -3 | 12 | 0
CC1Cn2c(CCc3ccccc3)nnc2S1 (configuration not stated) | -10 | 5 | -1 | 5 | -2.1 | 7 | -3 | 7 | -12 | -3 | 4

Source: PubChem (several laboratories)
